RGS4 inh: human RGS4 inhibition; Potency, µM (highest dose often 114 µM), without a hit: at the top dose activity change, negative = inhibition, actives largely listed as inhibitors; AID 504845; Transcreener GDP fluorescence polarization, RGS4-accelerated GTP hydrolysis; 0.039% of 390,000 active; further: potency means the concentration at half of the fitted maximal effect; on the % scale 0 is the no-effect control and ±100 the full control effect; nearly all actives have a fitted effect of over 75% in size; some results filed as inactive show a strong effect at the top dose
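MLSMR compounds (23 nl, pin-transferred) preincubated 10 min at room temperature with a 500nM (2x) first reagent, then RGS4 at 900nM (2x) plus Transcreener GDP mix added; fluorescence polarization (620/688 nm) read before and after 90 min at 30 °C.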
G9a inh: inhibitors of human histone lysine methyltransferase G9a; Q96KQ7; G9a H3K9 monomethylation, AlphaScreen, 2 h; Potency, µM (doses to about 102 µM), inactives show top-dose activity, negative = inhibition, usual class: inhibitors; 8.8% of 350,000 active; AID 504332; further: potency means the concentration at half of the fitted maximal effect; on the % scale 0 is the no-effect control and ±100 the full control effect; nearly all actives have a fitted effect of over 75% in size
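Enzyme 20 nM + cpd, 15 min RT; add b-H3K9 pep 500 nM / SAM 20 uM; 2 h RT; anti-H3K9me1 Ab 0.5 ug/mL + SA donor / anti-rabbit acceptor beads 20 ug/mL each, 10 min; AlphaScreen read.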
GLS inh: blocks human kidney-isoform glutaminase activity; O94925; 0.21% of 410,000 active; AID 624170; Potency, µM (series often up to 45.5 µM), without a hit: top-dose activity change, negative = inhibition, actives largely listed as inhibitors; GLS enzymatic activity, qHTS titration; further: potency means the concentration at half of the fitted maximal effect; on the % scale 0 is the no-effect control and ±100 the full control effect
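Compounds were pin-transferred onto hKGA, after which L-glutamine (1 mM solution) and a detection mix of glutamate oxidase, HRP and Amplex Red were added. Initial and 30 min RT fluorescence reads were collected.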
12-LOX inh: ALOX12 (human) lipoxygenase inhibition | 1.1% of 580,000 active | P18054 | purified 12hLO, xylenol orange hydroperoxide absorbance | AID 1671190 | Potency, µM (titrated, usually from 108 µM), for the others: at the top dose activity change, negative = inhibition, actives largely listed as inhibitors; further: potency means the concentration at half of the fitted maximal effect; on the % scale 0 is the no-effect control and ±100 the full control effect
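Hydroperoxide product was detected by ferrous iron/xylenol orange as the 573 to 405 nm absorbance ratio. Arachidonic acid at 40 uM (final) was turned over for 30 min at room temperature by 150 nM human 12hLO, pH 7.0 Hepes buffer, after 15 min compound preincubation.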
ERG Ets-DNA blk: ERG Ets/DNA interaction inhibition; P11308; fluorescence polarization, His-ERG Ets domain / labelled DNA; Potency, µM (series often up to 76.9 µM), without a hit: at the highest dose FP activity, negative = inhibition, most hits filed as inhibitors; 0.028% of 370,000 active; active means well fitted inhibition curve with a large enough effect in the polarisation, with a control signal flat; inconclusive means small, poorly fitted or top-dose-only effect, or effect the other way, or a change in a side signal; inactive means no such curve, though single readings can be large or run the other way; the % refers to the polarisation;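 further: polarization taken with two DNA probes labelled with fluorescein and Texas red; potency means the concentration at half of the fitted maximal effect; % of control where 0% means no effect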
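His-tagged ERG Ets domain (1 uM in the protein solution; 300mM KCl, 50mM Tris-HCl, 1mM EDTA, 1mM DTT, pH 7.5) received compound, then a probe mix of 5 nM fluorescein-DNA and 100nM Texas-615-DNA. Fluorescence polarization was read for both dyes.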
PI4K2A inh: inhibitors of human PI4K2A | Q9BTU6 | purified PI4K2A, ADP-Glo luminescence, 1 h; hits give low values | activity change, negative = inhibition, % at 76.9 µM | 0.13% of 420,000 active; in the data active means activity change below about -50%; inconclusive means mostly about -30% to -49%;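 further: -100% = wells without enzyme as full effect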
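Compounds are screened against recombinant PI4K2A using PI as substrate and ATP, the latter dispensed at 300 microM. Reactions run one hour at ambient temperature before ADP-Glo detection; full inhibition defined by wells lacking enzyme.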
HP1b chromo inh: HP1-beta chromodomain-methylated histone interaction inhibition. P83916. AlphaScreen HP1-beta / biotin-H3K9me3 peptide binding. Potency, µM (highest dose often 114 µM), inactives show top-dose activity change, negative = inhibition, actives largely listed as inhibitors. 0.56% of 390,000 active; further: potency means the concentration at half of the fitted maximal effect; nearly all actives have a fitted effect of over 70% in size; inactives centre near 23
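AlphaScreen: HP1-beta (50 nM) preformed 30 min with biotin-H3(1-18)K9me3 peptide (50 nM) in PBS pH 7.4, 0.01% Tween-20. Compound added for 30 min at RT, then streptavidin donor/nickel chelate acceptor beads (10 ug/mL) for 30 min.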
BAZ2B inh: inhibitors of human BAZ2B bromodomain; AlphaScreen BAZ2B-H3K14Ac peptide displacement; Potency, µM (top dose mostly 114 µM), inactives show at the highest dose activity change, negative = inhibition, most hits filed as inhibitors; 4.4% of 360,000 active; Q9UIF8; further: potency means the concentration at half of the fitted maximal effect; on the % scale 0 is the no-effect control and ±100 the full control effect; nearly all actives have a fitted effect of over 60% in size
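Complex of BAZ2B and biotin-H3K14Ac (50 nM apiece) forms over 30 min at RT, then faces library compounds up to 110 uM for another 30 min; AlphaScreen beads added, 20 min dark incubation, luminescence read.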
JMJD2A Tudor: blocks the human JMJD2A Tudor domain | AlphaScreen JMJD2A-Tudor / H3K4me3 peptide binding | Potency, µM (top dose mostly 114 µM), for the others: top-dose activity change, negative = inhibition, actives largely listed as inhibitors | 4.4% of 390,000 active | AID 504339; further: potency means the concentration at half of the fitted maximal effect; on the % scale 0 is the no-effect control and ±100 the full control effect; nearly all actives have a fitted effect of over 50% in size
Starred values were filed as active, the others as inactive; ? = inconclusive; nt = no result given; & = joins results of further samples; [ ] = dose if it differs, or a comment. Unless noted, the call rests on the fitted dose curve; in most records, active means well fitted curve in the direction sought with a large enough effect; inconclusive means small, poorly fitted or top-dose-only effect, or another doubt; inactive means no such curve, though single readings can be large; an effect the other way counts as inactive or inconclusive.

no.	SMILES	RGS4 inh	G9a inh	GLS inh	12-LOX inh	ERG Ets-DNA blk
1	CC(C)C(OC(=O)c1ccco1)C(=O)NCc1ccccc1 (stereo unspecified)	-18%[11.4 µM]	-22%[59 µM]	-11%	13%	-10%
2	O=C(NNC(=O)c1csc(-c2cccnc2)n1)c1ccccc1	-17%	nt	0%	0%	3%
3	Cc1ccc(NC(=O)COC(=O)Cn2c(C)csc2=O)c([N+](=O)[O-])c1	-4%	?	-13%	-2%	14%
4	Cc1ccc2nc(NC(=O)Cn3cc4c(n3)CCCCC4)sc2c1	4%	?	6%	-29%	-5%
5	Clc1ccc(C2=NNC(=NCC3CCCO3)SC2)cc1 (stereo unspecified)	-9%	?	1%	?	-1%
6	CSCCC(=O)N1CCC(CCC(=O)NC2CC2)CC1	-24%	48%	-11%	-24%	6%
7	CCN(Cc1cnn(C)c1)C(=O)c1ccc2nc(Cc3cccc(Cl)c3)oc2c1	-19%	-1%	-4%	-9%	5%
8	CCN(CC)CCNC(=O)c1ccc2c(c1)NC(=O)C(CS(=O)(=O)Cc1cccc(Br)c1)N2 (stereo unspecified)	12%	?	?	213%[activator]	6%

no.	PI4K2A inh	HP1b chromo inh	BAZ2B inh	JMJD2A Tudor
1	8	3%	-23%	-9%[57.1 µM]
2	1	37%	-7%	2%
3	-1	28%	-6%	-17%
4	-9	31%	0%	-27%
5	-3	2%	?	-36%
6	-6	19%	-27%	-4%
7	2	26%	-20%	-3%
8	0	-6%	-37%	-32%

More structures:
no.	SMILES	RGS4 inh	G9a inh	GLS inh	12-LOX inh	ERG Ets-DNA blk
9	O=C(NN=C1CCCC1)c1ccccc1OCCOc1ccccc1	5%	12%[12.7 µM]	-4%	5%	7%
10	COc1ccccc1CNS(=O)(=O)c1csc(C(N)=O)c1	6%	-3%	2%	-7%	-6%
11	CCC(=O)N1CCN(c2cc(C)ccc2C)CC1	23%	-48%[12.7 µM]	16%	0%	5%
12	CCOc1ccc(/C=N/Nc2ccc(C(F)(F)F)cc2[N+](=O)[O-])cc1O	1%	45µM*	16%	-6%	-8%
13	FC(F)(F)c1cccc(-c2nc(-c3ccncc3)no2)c1	4%	7%	-3%	0%	-2%
14	O=C(/C=C/c1ccc(Br)cc1)NCc1cccs1	-12%	0%[59 µM]	8%	-13%	-4%
15	Cc1nnc(SCC(=O)NCC(=O)Nc2ccc(F)c(F)c2F)n1Cc1ccccc1	2%	28%	0%	1%	-1%
16	CCOc1ccc(CCNC(=O)c2cccc(S(=O)(=O)N3CC(C)OC(C)C3)c2)cc1OCC (stereo unspecified)	-3%	3%[0.501 µM]	-9%	?	-2%

no.	PI4K2A inh	HP1b chromo inh	BAZ2B inh	JMJD2A Tudor
9	6	48%[activator]	-8%	-2%
10	1	26%	-4%	-8%
11	2	17%	-24%	3%
12	2	-30%	?	-30%
13	-4	33%	4%	-5%
14	-4	21%	0%	-22%[57.1 µM]
15	4	9%	nt	-14%
16	2	24%	9%	-13%

Later entries:
no.	SMILES	RGS4 inh	G9a inh	GLS inh	12-LOX inh	ERG Ets-DNA blk
17	Cc1ccc(-c2cn3c(n2)SCC3)cc1	-6%	-9%	0%	-19%	2%
18	O=C1C(c2ccc(F)cc2)N(CCc2ccccc2)C(=O)CN1C1CCCCCC1 (stereo unspecified)	-4%	8%[59 µM]	1%	-23%	-4%
19	Cc1ccccc1NC(=O)NCCc1c[nH]c2ccccc12	13%&-9%	9%[59 µM]	19%&12%	3%&-6%	?
20	CC(=O)c1c(OC(=O)c2ccccc2)ccnc1C(F)(F)F	-7%	-2%[12.7 µM]	1%	65%	-11%
21	COC(=O)c1cc(Sc2cccc(Cl)c2Cl)ccn1	12%[56.9 µM]	nt	-14%	?	4%
22	CCOC(=O)C1CCCN(C(=O)c2cnn3c(C(F)F)cc(-c4ccc(C)cc4)nc23)C1 (stereo unspecified)	-11%	?	4%	-1%	0%
23	Cc1nc2c(C)cccc2cc1C(=O)N/N=C/c1cccc([N+](=O)[O-])c1	18%	11%[59 µM]	4%	13%	0%
24	COc1ccc(/C=C2\N=C3CCCN3C2=O)cc1	6%[11.4 µM]	10%	-4%	-10%	-20%

no.	PI4K2A inh	HP1b chromo inh	BAZ2B inh	JMJD2A Tudor
17	-3	-23%	?	-27%
18	6	21%	-1%	-4%
19	4&-1	13%&27%	-32%&-26%	-23%&-26%
20	7	25%	8%	-12%
21	-6	16%	-12%	-2%
22	-3	90%[activator]	10%	16%
23	-1	9%	2%	-10%
24	-5	-3%	-20%	-11%[11.4 µM]

Additional entries
no.	SMILES	RGS4 inh	G9a inh	GLS inh	12-LOX inh	ERG Ets-DNA blk
25	Cc1cnc(NC(=O)Cc2ccc(C)c(C)c2)s1	15%	-6%	7%	0%	8%
26	O=C(/C=C/c1ccccc1)N1c2ccccc2Sc2ccc(C(F)(F)F)cc21	9%	?	4%	-9%	-16%
27	Cc1cc(Nc2ccc(F)c(F)c2)nc(-c2ccccc2O)n1	35%	-2%	6%	-7%&3%	-9%
28	C/C=C(\C)CN1CCN(c2ccccc2)CC1	16%	50µM*	9%	6%	-3%
29	CCc1nnc(NC(=O)CSc2nc3c(c(=O)n2C)SC(C)C3)s1 (stereo unspecified)	-24%	5%	6%	6%[57.4 µM]	2%
30	O=C(/C=C/c1ccccc1)NCc1ccc2c(c1)OCO2	-8%	22%	1%	0%	-5%
31	Cc1ccc(Cl)cc1N1CCN(C(=O)c2cc3c(=O)oc4ccccc4c3s2)CC1	15%	10%[59 µM]	1%	?	0%
32	CC(=O)CCc1ccc(OCC(=O)Nc2cccc(S(=O)(=O)N(C)c3ccccc3)c2)cc1	-15%	-46%	1%	14%	-1%

no.	PI4K2A inh	HP1b chromo inh	BAZ2B inh	JMJD2A Tudor
25	1	-19%	-6%	-22%
26	-5	17%	-10%	-10%
27	0	18%	2%	-3%
28	6	8%	?	-16%
29	-5	38%	2%	-5%
30	7	31%	2%	-20%
31	-7	12%	2%	-9%
32	4	41%[activator]	-7%	-16%

In a second layout: entries from further up.
no. | RGS4 inh | G9a inh | GLS inh | 12-LOX inh | ERG Ets-DNA blk | PI4K2A inh | HP1b chromo inh | BAZ2B inh | JMJD2A Tudor | canonical_smiles
1 | -18%[11.4 µM] | -22%[59 µM] | -11% | 13% | -10% | 8 | 3% | -23% | -9%[57.1 µM] | CC(C)C(OC(=O)c1ccco1)C(=O)NCc1ccccc1 (stereo unspecified)
2 | -17% | nt | 0% | 0% | 3% | 1 | 37% | -7% | 2% | O=C(NNC(=O)c1csc(-c2cccnc2)n1)c1ccccc1
3 | -4% | ? | -13% | -2% | 14% | -1 | 28% | -6% | -17% | Cc1ccc(NC(=O)COC(=O)Cn2c(C)csc2=O)c([N+](=O)[O-])c1
4 | 4% | ? | 6% | -29% | -5% | -9 | 31% | 0% | -27% | Cc1ccc2nc(NC(=O)Cn3cc4c(n3)CCCCC4)sc2c1
5 | -9% | ? | 1% | ? | -1% | -3 | 2% | ? | -36% | Clc1ccc(C2=NNC(=NCC3CCCO3)SC2)cc1 (stereo unspecified)
6 | -24% | 48% | -11% | -24% | 6% | -6 | 19% | -27% | -4% | CSCCC(=O)N1CCC(CCC(=O)NC2CC2)CC1
7 | -19% | -1% | -4% | -9% | 5% | 2 | 26% | -20% | -3% | CCN(Cc1cnn(C)c1)C(=O)c1ccc2nc(Cc3cccc(Cl)c3)oc2c1
8 | 12% | ? | ? | 213%[activator] | 6% | 0 | -6% | -37% | -32% | CCN(CC)CCNC(=O)c1ccc2c(c1)NC(=O)C(CS(=O)(=O)Cc1cccc(Br)c1)N2 (stereo unspecified)

(next part)
no.	SMILES	RGS4 inh	G9a inh	GLS inh	12-LOX inh	ERG Ets-DNA blk
33	CN(C(=O)c1ccc(COc2ccccc2Cl)o1)c1ccccc1	13%	-30%	-6%	-11%	-6%
34	Cn1c(=O)c2c(nc(Sc3ncnn3CC(=O)NC3CCCCC3)n2C)n(C)c1=O	-10%	nt	-9%	24%	-12%
35	CCC1=NN2C(=N)/C(=C/c3ccc(OS(=O)(=O)c4ccccc4)c(OC)c3)C(=O)N=C2S1	-25%	3%	18%	-14%	5%
36	CCC(C(=O)OCc1cc(=O)n2nc(CCOC)sc2n1)c1ccccc1 (stereo unspecified)	-14%	7%[59 µM]	-9%	-2%	3%
37	N=C(N)SCc1ccccc1Cl	-13%	11%	-2%	-11%	0%
38	O=C1C=C(c2cccc(Cl)c2O)C[C@@H](c2ccc(F)cc2)C1	8%	5%[0.501 µM]	21%	-27%	16%
39	CN1CCN(C(=O)c2cc3c(n(-c4ccccc4)c2=O)CC(C)(C)CC3=O)CC1	45%	-13%	4%	0%	-1%
40	Cc1oc(-c2cccc(Br)c2)nc1CN1CCC(C(=O)NCCc2ccc(Cl)cc2)CC1	3%	-5%[59 µM]	-8%	-5%	4%

no.	PI4K2A inh	HP1b chromo inh	BAZ2B inh	JMJD2A Tudor
33	10	45%[activator]	1%	-7%
34	0	36%	2%	-13%
35	-3	-23%	-10%	-34%
36	2	40%[activator]	-5%	6%
37	1	42%[activator]	1%	-3%
38	-2	47%[activator]	0%	-23%
39	3	32%	8%	-12%
40	2	-10%	2%	-15%

Screens deposited in PubChem BioAssay by National Center for Advancing Translational Sciences (NCATS).

Only part of the results is shown; count on the stated rates, not on these rows.
